H69AR growth 86K: proliferation blockers of H69AR lung cancer cells, primary screen, cell-based, human, 86K library | H69AR lung tumor viability, ATP luminescence, 72 h; hits give low values | viability, % at 10 µM | 85,000 tested, 6% active | AID 598, 2007;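 active = viability at or below 40%; inactive = viability above 40%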;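 also: multidrug resistant small cell line overexpressing MRP-1 efflux transporter; 100% = mean luminescence of untreated control wells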
ERa coact pot: enhancers of ERα–SRC-1 coactivator binding, primary screen, biochemical, TR-FRET, ERα LBD, low estradiol | 86,000 tested, 1.3% active | coactivator binding (% of control), % at 25.6 µM | AID 639, 2007 | Estrogen receptor (Homo sapiens), P03372 | TR-FRET ERalpha-LBD/SRC-Cy5 coactivator binding, 2 h; 100 = basal binding, no effect; in the data active = activity above about 200%;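 also: binding measured in presence of low estradiol as agonist stimulus; 0% = peptide alone without receptor and 100% = receptor with peptide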
Target sequence (P03372 whole entry, looked up, the tested form may be a part): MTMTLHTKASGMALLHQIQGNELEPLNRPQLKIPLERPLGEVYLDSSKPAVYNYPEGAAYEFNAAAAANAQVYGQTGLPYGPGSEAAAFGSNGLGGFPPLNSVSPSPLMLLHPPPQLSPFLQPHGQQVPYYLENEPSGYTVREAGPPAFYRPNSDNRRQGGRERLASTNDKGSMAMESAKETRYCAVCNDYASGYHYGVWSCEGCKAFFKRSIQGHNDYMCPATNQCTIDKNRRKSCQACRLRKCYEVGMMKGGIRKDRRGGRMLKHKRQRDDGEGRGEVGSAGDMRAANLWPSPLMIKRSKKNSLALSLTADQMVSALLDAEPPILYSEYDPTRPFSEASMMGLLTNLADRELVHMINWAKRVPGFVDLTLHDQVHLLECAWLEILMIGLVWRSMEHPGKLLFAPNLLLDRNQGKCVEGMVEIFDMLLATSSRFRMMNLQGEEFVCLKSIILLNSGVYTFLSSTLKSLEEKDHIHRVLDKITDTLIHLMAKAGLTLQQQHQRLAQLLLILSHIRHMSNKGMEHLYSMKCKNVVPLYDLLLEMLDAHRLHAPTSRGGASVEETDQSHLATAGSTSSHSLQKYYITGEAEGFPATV
HUVEC prolif 384: inhibitors of HUVEC proliferation, primary screen, cell-based, 384-well; CellTiter-Glo luminescence, 72 h; hits give low values; AID 648, 2007; viability, % at 10 µM (by protocol); 86,000 tested, 1.1% active;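 active = viability at or below 30%; inactive = viability above 30%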;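 also: 100% = median luminescence of DMSO-only cell control wells on each plate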
Lung fibro prol: antiproliferative effect on LL 47 fibroblasts – human, LL 47 cells, CellTiter-Glo luminescence, primary screen; LL 47 human lung fibroblast viability, ATP luminescence; hits give low values; viability, % at 10 µM; 85,000 tested, 1.1% active;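 active = viability at or below 50% in the single dose screen; inactive = viability above 50%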;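 also: compound exposure lasted 72 h before the ATP readout; 100% = median luminescence of untreated cell-only wells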
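test system = LL 47 human lung fibroblasts | amount = 1,150 fibroblasts seeded per well | medium = 15% FBS in IMEM | times = overnight cell rest, 72 h compound treatment at 37 °C | measured by = CellTiter-Glo luminescence measuring cellular ATP | read-out = viability percentage against median untreated-cell control | benchmarks = cell-only wells, no compound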
ERa SRC1 inh: ERα–SRC-1 coactivator interaction inhibitors, primary screen, biochemical, TR-FRET, ERα LBD, estradiol-bound; Estrogen receptor (Homo sapiens), P03372; TR-FRET ER-alpha LBD / SRC-1 peptide; inhibition, % at 25.6 µM; 86,000 tested, 1.7% active; AID 629, 2007; in the data active = inhibition above about 50%;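 also: 0% = receptor plus peptide control and 100% = peptide only without receptor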
Smad3 inh: Smad3/FoxH1 peptide binding inhibitors, primary screen, biochemical, TR-FRET | Mothers against decapentaplegic homolog 3 (Homo sapiens), P84022 | TR-FRET Smad3/Dy647-FoxH1 peptide binding, europium anti-His | inhibition, % at 25 µM | 88,000 tested, 0.29% active;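 active = compounds that reduce the energy-transfer binding signal between the protein and its labelled peptide by more than half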;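 also: 0% = Smad3 plus labelled peptide maximal FRET and 100% = peptide-only background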
Target sequence (P84022 whole entry, looked up): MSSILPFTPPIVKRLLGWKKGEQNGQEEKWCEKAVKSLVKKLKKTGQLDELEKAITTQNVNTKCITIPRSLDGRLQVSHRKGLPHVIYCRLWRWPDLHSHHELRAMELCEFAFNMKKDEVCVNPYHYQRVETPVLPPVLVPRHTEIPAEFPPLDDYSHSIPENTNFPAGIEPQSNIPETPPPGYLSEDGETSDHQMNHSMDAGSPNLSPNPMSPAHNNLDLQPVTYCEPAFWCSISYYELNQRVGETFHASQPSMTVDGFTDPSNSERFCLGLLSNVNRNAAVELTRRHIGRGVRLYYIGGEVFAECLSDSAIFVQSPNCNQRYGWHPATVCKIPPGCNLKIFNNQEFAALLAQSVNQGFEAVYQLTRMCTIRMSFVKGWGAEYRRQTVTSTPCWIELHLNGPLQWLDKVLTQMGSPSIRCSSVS
CD11b adhes enh: enhancers of CD11b/CD18 adhesion to fibrinogen, primary screen, K562 cells, luminescence. ATPlite luminescence. AID 1499, 2009. activation, % at 10 µM. 93,000 tested, 0.07% active;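 active = 10 µM primary screen giving 50% or more activity, confirmed by 40% or more on retest at that dose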; also: strong numbers were not always called active
ERb SRC1 inh: inhibitors of ERβ-SRC1 coactivator interaction, primary screen, biochemical, TR-FRET, ERβ LBD, SRC-1 peptide; AID 633, 2007; TR-FRET ER-beta LBD / SRC1-Cy5 peptide binding; receptor agonist-loaded with 1 µM estradiol; 86,000 tested, 1.3% active; inhibition, % at 25.6 µM; Estrogen receptor beta (Homo sapiens), Q92731;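 active = compounds whose percent inhibition of the receptor-coactivator binding signal exceeds about 50% in the single-dose screen, limit read from the data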;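 also: 0% = receptor plus peptide wells without compound and 100% = peptide-only wells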
MT1-MMP txn act: MT1-MMP promoter reporter activation – cell-based, luciferase luminescence, primary screen. 86,000 tested, 0.16% active. HT1080 MT1-MMP promoter luciferase reporter, overnight; hits give high values. activation factor at 10 µM;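 active = activation factor of at least 2 for MT1-MMP transcription at 10 µM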
An asterisk follows results filed as active; / = not tested or not shown; [ ] = dose if it differs, or a comment. Only part of the results is shown; count on the stated rates, not on these rows.

SMILES	H69AR growth 86K	ERa coact pot	HUVEC prolif 384	Lung fibro prol	ERa SRC1 inh	Smad3 inh	CD11b adhes enh	ERb SRC1 inh	MT1-MMP txn act
COC(=O)c1cc2ccsc2n1CC(=O)NCC1CCCO1 (centres undefined)	97	109	91	103	-1	5	/	-8	1
CCOc1ccc2[nH]c(=O)c(CN(Cc3cccs3)Cc3nnnn3C(C)(C)C)cc2c1	7.3*	107	69	67	2	3	0	2	1.3
Cc1cc(O)c(/C=N/c2ccccn2)c(=O)o1	82	113	98	108	10	11	-2	17	1
CCOc1ccccc1Oc1c(C)oc2cc(OC(=O)c3ccco3)ccc2c1=O	80	123	98	92	-5	21	/	-4	1.2
Cc1ccccc1-c1noc(-c2ccccc2F)n1	92	108	85	86	-4	-5	-1	-9	1.4
CCc1c(C(=O)Nc2ccccc2)c(C)[nH]c(=S)c1C#N	96	89	92	99	3	4	-4	-4	1
CC(=O)c1cccc(NC(=O)N2CCCC2C(=O)Nc2cc(C)ccc2C)c1 (centres undefined)	90	115[fluorescence artefact?]	90	103	-10	-4	/	0	1.2
CCN(CC)S(=O)(=O)c1csc(C(=O)NCc2ccccc2)c1	89	91	108	91	20	-10	-1	35	1
CCN(CC)Cc1c(O)ccc2c(-c3ccccc3)cc(=O)oc12	85	132	103	104	-8	6	-6	2	1
Cc1ccc(C(=O)OCc2nnc(-c3ccccc3)o2)o1	112	80	97	99	5	0	-2	10[fluorescence artefact?]	1.1
COc1ccc(S(=O)NC2CCCCC2)c(OC)c1C (centres undefined)	85	109	95	102	-5	1	-2	-10	1.2
O=C(CN1C(=O)CCC1=O)Nc1ccc(Br)cc1	40*	95	88	102	-5	-11	2	-10	1
COc1cc(OC)cc(-c2nnc(SCC(=O)N(C(C)C)C(C)C)o2)c1	72	111[fluorescence artefact?]	95	97	0	4	-3	-12	1.3
c1ccc2c(c1)CCCC2NC1=NCCC1 (centres undefined)	101	109[fluorescence artefact?]	100	94	-11	4[fluorescence artefact?]	4	1[fluorescence artefact?]	1.1
Cc1noc(COc2ccccc2OCC(O)CNC(C)(C)C)n1 (centres undefined)	92	169	87	96	-3	7	-1	-14	1
CCc1nc(Nc2ccc(N3CCN(C(C)=O)CC3)cc2)c2oc3ccccc3c2n1	43	54[fluorescence artefact?]	54	100	33[fluorescence artefact?]	-5[fluorescence artefact?]	-4	61*[fluorescence artefact?]	1.1
CS(=O)(=O)N(CC(=O)NC1CCCCCC1)Cc1ccc(Cl)cc1	91	93[fluorescence artefact?]	103	97	1	-7	2	-3	1
COCCn1c(N)c(C(=O)NCc2cccs2)c2nc3ccccc3nc21	/	107	72	80	-1	8	-2	-1	1.1
CC(=O)Oc1ccc(N2C(=O)C3C4C=CC(O4)C3C2=O)cc1 (centres undefined)	75	98	97	97	-15	0	-3	-21	1.1
CC12CN3CC(C)(CN(C1)C3c1ccc(Br)cc1)C2 (centres undefined)	85	100	94	93	-3[fluorescence artefact?]	-7	-2	41	1.1
c1ccc(COn2c(-c3ccccc3)nc3c2CCc2nonc2-3)cc1	111	97	95	96	1	1	-4	6	1.2
CN(Cc1nc2ccccc2n1C)C(=O)c1cccs1	94	102	94	99	-3	-12	4	5[fluorescence artefact?]	1.1
O=C(NC1CCN(Cc2nnnn2CCc2ccccc2)CC1)c1ccccc1F	91	120	102	100	-9	-8	-1	-6	0.9
CCCc1cc(=O)oc2cc3oc(C)c(C)c3cc12	81	119[fluorescence artefact?]	97	93	-1	5	-5	-2	1
Cc1cc(C)cc(C(=O)/C=C2\NC(=O)CS2)c1	81	105	107	96	-2	8	-4	1	1.1
CN(CC(O)CN)CC(O)CN1CCCCC1 (centres undefined)	110	86	89	98	-6	12	-3	10	1
CCOC(=O)c1c(NC(=O)CSc2n[nH]c(CNc3ccccc3)n2)sc(C)c1C	31*	101	46	74	-5	-5	/	-1	1.1
COc1ccc(-c2onc3ccc(Cl)cc23)cc1OC	70	101[fluorescence artefact?]	89	82	-23[fluorescence artefact?]	12	/	-3	1.1
COc1cc(-c2noc(-c3ccccc3C(=O)NCc3ccco3)n2)cc(OC)c1OC	102	113[fluorescence artefact?]	81	100	4	8	-6	-2	1.1
CC1CN(C(=O)Cn2c(C(F)(F)F)nc3ccccc32)CC(C)O1 (centres undefined)	84	111	81	94	-7	26[fluorescence artefact?]	-2	-5	1
CCS(=O)(=O)N1CCCC(C(=O)NCCc2ccc(C)cc2)C1 (centres undefined)	85	/	93	104	/	/	/	/	1.3
COc1ccc(C(=O)Nc2ccccc2C(=O)NCc2ccco2)cc1OC	92	91	96	100	4	7	-1	5	1.1
Cn1c(SCc2nc(-c3ccc(Cl)cc3)no2)nnc1-c1cccs1	87	99	101	100	1[fluorescence artefact?]	5	3	4	1
CC1(C)Cc2c(c(-c3ccco3)nc3n[nH]c(N)c23)CO1	79	104	101	98	-20	-7	-4	-21	1
COc1ccccc1C1NC(c2ccccc2OC)C(C)C(=O)C1C (centres undefined)	75	93	90	95	-5	1	-2	-9	1.1
O=C(NCCN1CCOCC1)c1cccc(Cl)c1	88	105	89	89	12	9	/	8	1.1
Cc1cc(=O)oc(C)c1C(=O)Nc1ccc2ncccc2c1	81	103	97	102	-6	-20	-4	-1	1.2
CCn1c(CSc2nnc(-c3cccnc3)n2-c2ccccc2C)nc2cc(C(=O)O)ccc21	90	253*	95	94	1	9	9	25	1
CN1CCN(CC(O)COCc2ccc3c(c2)OCO3)CC1 (centres undefined)	94	123	97	93	-4	-4	-1	-1	1.1
c1ccc(CCNc2ccc3nncn3n2)cc1	95	114	92	95	-1	-5	-1	0[fluorescence artefact?]	1.1
O=C(NC(=O)c1ccccc1)NC(=O)c1ccccc1	87	71	107	106	-1	-4	-2	-8	1
O=C(Cn1nnc(-c2ccccc2Cl)n1)N1CCN(S(=O)(=O)c2ccc(Cl)cc2)CC1	56	113	101	101	-23	6	2	-17	1.2
O=C(CN(c1cccc(C(F)(F)F)c1)S(=O)(=O)c1ccccc1)N1CCOCC1	93	96[fluorescence artefact?]	102	100	2[fluorescence artefact?]	12	0	-6	1.2
Cc1ccc(-c2csc(=S)n2CC(=O)OCC(=O)NC(C)C(C)C)cc1 (centres undefined)	92	113	95	108	6	13	/	-4[fluorescence artefact?]	1.1
CC(=O)Nc1ccc2c(c1)n(C)c(=O)n2C	96	120[fluorescence artefact?]	84	91	-5	4	6	-5	0.9
Cc1ccc(NC(=O)Cn2nc(C)c3ccccc3c2=O)cc1	100	109	92	98	5[fluorescence artefact?]	1	0	4[fluorescence artefact?]	0.9
O=S(=O)(c1ccc2c(c1)OCCO2)N1CCN(Cc2ccccc2)CC1	99	93	109	96	2	-15	-2	-4	1.2
CCCCC(=O)Nc1ccc2oc(-c3cccnc3)nc2c1	97	99[fluorescence artefact?]	107	112	-34	14	1	-8	1.3
Cn1c(SCC(=O)OC2CCCCC2)nnc1-c1ccco1	101	104	92	99	-9	11[fluorescence artefact?]	/	-6	1.4
CC1CCN(c2nc3c(c(=O)[nH]c(=O)n3C)n2CCCc2ccccc2)CC1	98	96	108	98	-2	4	0	-3	1.2
CCOc1ccccc1NC(=O)C1CCCN(C(=O)NCc2ccccc2)C1 (centres undefined)	96	106	95	98	-1	-7	3	-2	1.1
CCOc1ccc(NC(=O)CN2CCN(CC(=O)Nc3cc(OC)cc(OC)c3)CC2)cc1	76	120	92	88	-4	4	-2	-2	1.1
CN1CCCCc2c1nc1c(c2N)CCCC1	89	101	103	102	-5	-8	-3	3	1.2
CCOC(=O)c1sc(N)c(C#N)c1COC(=O)CNC(=O)c1ccccc1	84	74[fluorescence artefact?]	79	90	1	17	0	3	1.1
Cc1ccccc1Cn1ccc(NC(=O)c2cnn3c(C(F)(F)F)cc(-c4ccco4)nc23)n1	34*	101	75	100	12	7	34	8	1.2
COc1nc(-c2ccccc2)ccc1-c1noc(-c2ccccc2)n1	72	166[fluorescence artefact?]	93	102	18[fluorescence artefact?]	-6	3	10[fluorescence artefact?]	1.6

The list goes on:
SMILES	H69AR growth 86K	ERa coact pot	HUVEC prolif 384	Lung fibro prol	ERa SRC1 inh	Smad3 inh	CD11b adhes enh	ERb SRC1 inh	MT1-MMP txn act
C=CCn1c(SCC(=O)Nc2ccc3c(c2)OCO3)nc2ccccc2c1=O	93	105	80	95	-1	6	1	98*[fluorescence artefact?]	1
CCOC(=O)N/N=C(/C)c1ccc([N+](=O)[O-])o1	68	72	98	99	7	6	/	22	0.9
CN(C)c1nc(N)nc(Nc2ccccc2C#N)n1	87	113	93	97	-2	7	2	-7	1.3
Cn1c(CCNC(=O)c2ccco2)nc2cc(NS(=O)(=O)c3ccc(Cl)cc3)ccc21	87	109	85	101	-6	4	-4	-10	0.9
COc1ccc(OC)c(-c2cc(C(=O)Nc3c(C)nn(Cc4ccc(Cl)cc4)c3C)no2)c1	63	121	72	99	13	6	-1	-2	1
CC(=O)NC1=NN(C(C)=O)C2(CCCCC2)S1	91	93	92	102	-20	4	/	-19[fluorescence artefact?]	1.2
CCOc1ccc(OCC)c(NC(=O)C2CCCN(S(=O)(=O)c3cccs3)C2)c1 (centres undefined)	58	113	92	83	-9	1	3	6	1.1
CC(N=c1ccccn1C(=O)Nc1ccc(F)cc1)c1ccco1 (centres undefined)	100	94[fluorescence artefact?]	98	98	1[fluorescence artefact?]	10[fluorescence artefact?]	-1	8	1.1
N#Cc1ccc(OCC(=O)N2CCN(S(=O)(=O)c3cccs3)CC2)cc1	101	113	102	97	2	0	-4	-1	1.1
CC(=O)N(CCCc1ccc(C(C)(C)C)cc1)CCCN(C)C	85	116	105	89	-8	-2	-2	-13	1
Brc1ccccc1-c1nnc(-c2cccnc2)o1	80	85	112	104	31	9	-1	6	1.2
O=C1CCSc2cccc3cccc(c23)N1	89	138	87	100	1	3	0	0	1.1
Cc1ccc(NC(=O)c2ccc(OC(=O)CCN3C(=O)c4ccccc4C3=O)cc2)cc1	88	372*[fluorescence artefact?]	101	108	21	-6	36	12	1.4
Cc1ccc(-c2nn(C)c(=O)c3ccccc23)cc1CNC(=O)c1ccco1	64	92	88	94	2[fluorescence artefact?]	9	3	2	1
Cc1oc2nc(SCC(=O)NC3CCCCC3)nc(N)c2c1C	80	110	94	93	7[fluorescence artefact?]	1	/	-2[fluorescence artefact?]	1.1
Cc1ccc(-c2nc(N)n(C(=O)Cc3ccccc3)n2)cc1	99	108	106	96	-5	5	1	-7	1.2
CCN(CC)CCNC(=O)C12CC3CC(C)(CC(C)(C3)C1)C2	89	89	92	96	-6	-7	2	-5	1.2

Bioassay records: PubChem BioAssay, several laboratories
